Mm-Cpn inhibitor: blocks the Methanococcus maripaludis chaperonin Mm-Cpn; Potency, µM (top dose mostly 76.9 µM), for the others: at the highest dose activity, negative = inhibition, hits mostly inhibitors; purified Mm-Cpn ATPase, ADP Transcreener TR-FRET; hit rate 0.031% among 330,000; note: potency is the fitted concentration of half-maximal effect; % is set by controls: 0 for no effect and ±100 for the full control effect; nearly all actives have a fitted effect of over 80% in size
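Quantitative HTS used 25 nM Mm-CPN and 10 uM ATP in magnesium/KCl Tris buffer, pH 7.4, with 1 mM DTT. Hydrolysis ran 30 min at 37°C; ADP was read by HTRF.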
CCT modulator: modulators of cytosolic chaperonin (CCT/TRiC) activity. purified chaperonin ATPase assay, HTRF ADP detection, 30 min. activity change, % (concentration not given with the values), hits read low. hit rate 0.3% among 360,000; in the data active = activity change below about -30%; note: % is set by controls: 0 for no effect and ±100 for the full control effect
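ATPase activity: ADP formed was measured by HTRF Transcreener (665/615 nm ratio) after 30 min at 37 deg C with 10 uM ATP. Compounds screened at one 76 uM concentration against 40 or 20 nM TRiC in Tris pH 7.4/KCl/MgCl2/DTT buffer.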
EPAC2 antag: antagonists of human EPAC2. EPAC2 GEF exchange of Rap1B-BODIPY-GDP, fluorescence. Q8WZA2. Potency, µM (titrated, usually from 114 µM), inactives show at the highest dose activity, negative = inhibition, most hits filed as inhibitors. hit rate 0.18% among 360,000; note: potency is the fitted concentration of half-maximal effect; % is set by controls: 0 for no effect and ±100 for the full control effect; nearly all actives have a fitted effect of over 45% in size; many of its hits are not listed in these tables
Target sequence (Q8WZA2 whole entry, looked up): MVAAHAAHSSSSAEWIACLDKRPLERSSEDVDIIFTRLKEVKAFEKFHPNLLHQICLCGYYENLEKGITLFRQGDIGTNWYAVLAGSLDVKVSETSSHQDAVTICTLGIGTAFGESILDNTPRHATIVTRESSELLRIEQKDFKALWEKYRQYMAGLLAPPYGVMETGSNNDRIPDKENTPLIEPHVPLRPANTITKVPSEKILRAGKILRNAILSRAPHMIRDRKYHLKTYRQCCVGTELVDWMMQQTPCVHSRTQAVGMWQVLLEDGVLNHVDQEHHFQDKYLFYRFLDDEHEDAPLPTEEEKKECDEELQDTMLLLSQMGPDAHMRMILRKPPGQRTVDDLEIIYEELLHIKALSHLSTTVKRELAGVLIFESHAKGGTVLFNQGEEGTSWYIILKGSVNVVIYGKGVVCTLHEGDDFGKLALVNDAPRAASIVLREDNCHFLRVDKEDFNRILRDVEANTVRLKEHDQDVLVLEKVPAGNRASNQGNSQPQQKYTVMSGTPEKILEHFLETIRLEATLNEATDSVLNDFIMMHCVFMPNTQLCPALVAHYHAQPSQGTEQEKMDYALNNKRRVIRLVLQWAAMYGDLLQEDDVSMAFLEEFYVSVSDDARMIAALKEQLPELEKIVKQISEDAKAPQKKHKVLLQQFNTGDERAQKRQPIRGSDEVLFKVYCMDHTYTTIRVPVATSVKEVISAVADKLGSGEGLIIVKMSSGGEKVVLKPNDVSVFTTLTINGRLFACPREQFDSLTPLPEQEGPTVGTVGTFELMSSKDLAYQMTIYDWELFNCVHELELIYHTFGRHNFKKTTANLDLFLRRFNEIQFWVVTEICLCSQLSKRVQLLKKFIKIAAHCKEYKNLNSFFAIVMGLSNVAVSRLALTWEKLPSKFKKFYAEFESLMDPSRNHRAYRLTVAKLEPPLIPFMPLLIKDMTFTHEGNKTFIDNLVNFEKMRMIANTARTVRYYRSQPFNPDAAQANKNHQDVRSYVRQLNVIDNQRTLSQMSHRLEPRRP
EPAC2 ag: agonists of human EPAC2 (RAPGEF4); AID 720711; EPAC2 activation, biochemical qHTS; response scale: 100% = 6.5 mM cAMP response; hit rate 0.079% among 360,000; Potency, µM (titrated, usually from 154 µM), inactives show top-dose activation, hits mostly activators; Q8WZA2; note: potency is the fitted concentration of half-maximal effect; nearly all actives have a fitted effect of over 50% in size
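qHTS, titration series. 100 nM EPAC2 / 250 nM Rap1B-BODIPY-GDP / 50 uM GDP; RT; ex 480/em 540 nm, 5-min reads to 30 min. Norm. to 6.5 mM cAMP = activation.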
Nrf2 inh: Nrf2 pathway inhibition; hit rate 2.1% among 360,000; Potency, µM (highest dose often 46 µM), inactives show at the highest dose activity change, negative = inhibition, most hits filed as inhibitors; AID 504444; A549 ARE-Fluc reporter, luciferase luminescence, 18-24 h; note: potency is the fitted concentration of half-maximal effect; % is set by controls: 0 for no effect and ±100 for the full control effect; nearly all actives have a fitted effect of over 60% in size
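Nrf2 activity is the BugLite luminescence, read 15 min after reagent at room temperature, following CellTiter-Fluor cytotoxicity readout (30 min, 37C). Compound titrations were applied for 18-24 h to 5000 A549 ARE_Fluc cells/well in 5% FBS OPTI-MEM.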
Nrf2 activator: Nrf2 pathway activation; AID 624171; AREc32 ARE-luciferase reporter (MCF7-derived line), luminescence, 24 h; Potency, µM (highest dose often 46.1 µM), for inactives: at the highest dose activation, most hits filed as activators; hit rate 0.31% among 410,000; note: potency is the fitted concentration of half-maximal effect; % of control where 0% means no effect; nearly all actives have a fitted effect of over 65% in size
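AREc32 cells carrying an ARE-driven firefly luciferase, 1000 cells/well in OPTI-MEM with 5% FBS, dosed after overnight attachment and incubated 24 hr at 37 deg C. Steady-Glo luminescence read after 30 min at RT.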
A549 tox: A549 cytotoxicity, counter-screen for Nrf2 inhibitors | Potency, µM (highest dose often 46 µM), for the others: top-dose activity change, negative = cytotoxicity, hits mostly inhibitors | A549 ARE-Fluc cells, CellTiter-Fluor viability, 18-24 h | hit rate 0.16% among 390,000; note: potency is the fitted concentration of half-maximal effect; % is set by controls: 0 for no effect and ±100 for the full control effect
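Cytotoxicity counterscreen: CellTiter-Fluor fluorescence was measured in A549 ARE_Fluc cells after 18-24 h of compound exposure in a concentration series. The subsequent BugLite luminescent read reports ARE-luciferase activity.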
Akt phos inh: inhibitors of Akt phosphorylation | Neuro2A IGF-stimulated pAkt S473 HTRF, 20 min; hits give low values | activity change, % for hits at 50 µM | hit rate 0.32% among 360,000 | AID 651550; in the data active = activity change below about -80%; inconclusive = mostly about -51% to -80%; note: % is set by controls: 0 for no effect and ±100 for the full control effect
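Neuro2A cells (4,500/well, DMEM with 0.5% FBS) were treated with compound at a single 50 µM final concentration, stimulated with 6 nM IGF for 20 min at 37 °C, and lysed. Phospho-Akt Ser473 was read by HTRF as 665/615 ratio ×10^4.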
TGFb inhibitor: blocks TGF-b signaling | hit rate 1.2% among 410,000 | Potency, µM (titrated, usually from 46.1 µM), for the others: at the top dose activity, negative = inhibition, hits mostly inhibitors | HepG2 CAGA-GFP TGF-b/SMAD3 reporter, GFP fluorescence, 18 h; TGF-beta stimulated, 500 pg/mL final; note: potency is the fitted concentration of half-maximal effect; % is set by controls: 0 for no effect and ±100 for the full control effect; nearly all actives have a fitted effect of over 65% in size
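Cell-based qHTS in HEPG2 carrying a CAGA-GFP Smad reporter; compounds added before 500 pg/mL final TGF-beta, 18 h incubation at 37 degrees C, GFP fluorescence quantified per cell by imaging cytometry.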
An asterisk follows results filed as active; i = inactive; ? = inconclusive; nt = no result given; & = joins results of further samples; ! = not confirmed by another sample. Unless noted, calls come from the whole dose curve; as a rule, active = well fitted curve in the direction sought with a large enough effect; inconclusive = small, poorly fitted or top-dose-only effect, or another doubt; inactive = no such curve, though single readings can be large; an effect the other way counts as inactive or inconclusive. These rows are one share of the data; the hit share may differ from the screen's.

Structure,Mm-Cpn inhibitor,CCT modulator,EPAC2 antag,EPAC2 ag,Nrf2 inh,Nrf2 activator,A549 tox,Akt phos inh,TGFb inhibitor
COc1ccc(C(=O)NC2CCCc3c2cnn3-c2cccc(C)c2C)o1 (stereo not given),0%,0.1,1%,6%,-17%,-1.1%,-13%,i,-20%
Cc1cc(Cl)cc(Br)c1OCCNCC(C)O (stereo not given),1%,1.4,2%,-1%,?,-0.1%,5%,i,18%
COc1ccc(NS(=O)(=O)c2cccc(C(=O)OCC(=O)c3c(N)n(C)c(=O)n(C)c3=O)c2)cc1,0%,0.2,-2%,4%,?,0.1%,-14%,i,?
CCN1CCN(c2nc(Nc3ccccc3F)nc(N)c2[N+](=O)[O-])CC1,2%,-2.2,-9%,6%,4%,3.5%,?,i,29%
Cc1cccc(NC(=O)CCc2ccc(S(=O)(=O)NC3CCCCC3)cc2)c1,-1%,-0.8,-9%,-11%,-23%,2.2%,-2%,i,22%
CC1CCN(C(=O)CSc2nnc(-c3cccs3)o2)CC1,-8%,2.2,8%,-5%,?,-0.4%,1%,i,6%
Cc1ccc(S(=O)(=O)N2CCC(C)CC2)cc1C(=O)NCCN1CCOCC1,0%,-3.1,9%,-3%,-24%,3.3%,0%,i,20%
COc1cc2c3c(c1OC)C1(C=CC(=O)C=C1)CC3N(C(=O)c1ccccc1)CC2 (stereo not given),0%,-3.3,3%,-17%,7%,0.5%,-8%,i,-19%
CN(Cc1ccc(OC(F)F)cc1)C(=O)c1ccc2nccnc2c1,1%,-1.8,2%,16%,1%,0.2%,1%,i,0%
CCOc1ccc(NC(=O)c2ccc(OCC3CCCO3)cc2)cc1S(=O)(=O)N(CC)CC (stereo not given),1%,0.8,-18%,-23%,-8%,3.3%,8%,i,-8%
COc1ccccc1N(CC(=O)NCCSCc1ccccc1)S(=O)(=O)c1ccc(C)cc1,0%,-3.8,-22%,10%,15µM*!,-0.1%&0.3%,-3%&-21%,i,?
CN(Cc1ccccc1)S(=O)(=O)c1cccs1,-3%,-0.2,-1%,14%,11%,0.3%,-5%,i,6%
Cc1ccc(S(=O)(=O)N(C)c2ccccc2C(=O)NC2CCCC2)cc1,0%,0.3,9%,-4%,-10%,-0.2%,-17%,i,4%
COc1cc(C)nc(NS(=O)(=O)c2ccc(C)cc2)n1,1%,2.1,12%,2%,nt,0.1%,0%,i,?
CCc1ccccc1NC(=O)Cn1c(=O)n(-c2ccc(C)cc2)c(=O)c2c1c1cc(C)ccc1n2C,nt,nt,nt,nt,25%,-0.8%,1%,nt,1%
COc1ccc2c(c1)c(CC(=O)O)c(C)n2C(=O)c1ccc(Cl)cc1,1%,0.2,-5%,-8%,-22%,-0.3%,-9%,i,8%
CN1c2ccccc2-c2nc3ccccc3n2C1c1ccncc1 (stereo not given),-1%,-2.4,-1%,-6%,-13%,0.0%,2%,i,1%
Cc1ccccc1C(=O)N1CCC(C(=O)Nc2ccc(S(=O)(=O)N3CCOCC3)cc2)CC1,-9%,1.1,6%,5%,-9%,0.4%,0%,i,1%
COc1ccc(OCC(=O)Nc2cc(-c3nn4c(C)nnc4s3)ccc2C)cc1,-1%,0.3,5%,6%,?,0.1%,9%,i,?
CS(=O)(=O)N1CCC(C(=O)Nc2cc(C(F)(F)F)ccc2Cl)CC1,1%,-2.8,-3%,13%,?,-0.2%,-3%,i,-1%
C#CCOC(=O)C[N+](C)(C)CC#Cc1ccccc1,-1%,0.3,13%,5%,-10%,-1.3%,5%,i,5%
COc1ccc(N2CCN(C(=O)CCC(=O)N3CCOc4ccc(Cl)cc43)CC2)cc1,-2%,0.7,-18%,7%,?,2.7%,-3%,i,-8%
Cc1ccc(C)c2c1cc(C)c1nnc(SCC(=O)c3cccs3)n12,-8%,-1.3,-6%,2%,7%,4.2%,-6%,i,0%
COc1ccc(-c2ccc(-c3nnc(Cc4ccc(OC)c(OC)c4)o3)cc2)cc1,-4%,0.5,-1%,-2%,?,-0.5%,-9%,i,-1%
Cc1ccc2c(c1)N(CCC(=O)NCCCOC(C)C)C(=O)C(C)O2 (stereo not given),0%,1.6,14%,6%,3%,-0.7%,1%,i,-14%

Gathered by group: the entries above with an aryl thioether with sulfur outside any ring.
Structure,Mm-Cpn inhibitor,CCT modulator,EPAC2 antag,EPAC2 ag,Nrf2 inh,Nrf2 activator,A549 tox,Akt phos inh,TGFb inhibitor
CC1CCN(C(=O)CSc2nnc(-c3cccs3)o2)CC1,-8%,2.2,8%,-5%,?,-0.4%,1%,i,6%
Cc1ccc(C)c2c1cc(C)c1nnc(SCC(=O)c3cccs3)n12,-8%,-1.3,-6%,2%,7%,4.2%,-6%,i,0%

Other structures
Structure,Mm-Cpn inhibitor,CCT modulator,EPAC2 antag,EPAC2 ag,Nrf2 inh,Nrf2 activator,A549 tox,Akt phos inh,TGFb inhibitor
Cc1cc(C(=O)N/N=C/C=C/c2ccccc2)n[nH]1,-1%,-5.4,2%,13%,-18%,0.6%,-3%,i,26%
Cc1cc(C)nc(-n2nc(C)cc2NC(=O)c2cccc(S(=O)(=O)N3CCOCC3)c2)n1,1%,-1.7,-2%,-6%,2%,0.3%,-7%,i,4%
O=C(Cc1cn(Cc2cccc(Cl)c2)c2ccccc12)N1CCCC1,-1%,2.5,-16%,-1%,?,0.3%,-15%,i,-6%
Cc1ccc(C(C(=O)NCc2ccc(F)cc2)N(C(=O)c2csnn2)C2CC2)cc1 (stereo not given),0%,-1.2,3%,3%,4%,2.7%,1%,i,-6%
CCOC(=O)c1c(C)[nH]c(C(=O)Cn2c(=O)oc3ccccc32)c1C,-3%,0.4,-3%,0%,nt,2.9%,1%,i,-4%
CCNC(=S)NNC(=O)Nc1ccccc1,?,0.2,10%,12%,2%,0.3%,3%,i,1%
COc1ccc(OC)c([N+](=O)[O-])c1C(N)=O,0%,-2.0,-1%,9%,-4%,0.2%,-15%,i,30%
O=C(Nc1c2c(nn1-c1cccc(Cl)c1)CS(=O)C2)c1ccc2c(c1)OCO2 (stereo not given),-6%,0.8,12%,4%,6%,0.3%,-7%,i,-6%
Cc1nn(-c2ccc(Cl)c(Cl)c2)c(C)c1C(=O)O,1%,-0.6,17%,-3%,-1%,-0.6%,0%,i,?
COc1cccc(-c2nn(-c3ccccc3)cc2C(=O)NCC(=O)O)c1,-3%,-3.2,3%,5%,-17%,-0.5%,-14%,i,-8%
CC(=O)NC(CC(=O)Oc1ccc(C)cc1Br)c1ccccc1 (stereo not given),-2%,1.2,-1%,-7%,13%,-0.5%,-7%,i,1%
O=C(CN(C(=O)c1csnn1)c1ccc(Cl)cc1)NCCc1ccccc1,-1%,-2.1,3%,7%,1%,0.8%,4%,i,0%
CC[C@@]1(C(=O)OC)N[C@H](CN(C)S(=O)(=O)c2ccccc2)[C@@H]2C(=O)N(C)C(=O)[C@@H]21,0%,1.9,6%,2%,14%,-0.7%,-9%,i,10%
C=CCCN(C(CC(C)C)C(=O)OC)S(=O)(=O)c1ccccc1Br (stereo not given),-1%,-1.0,-18%,10%,9%&6%,4.2%,7%&9%,i,?
CCN1CCCC1CNC(=O)c1cc(OC)c(OC)c(OC)c1 (stereo not given),-1%,-1.0,-5%,-1%,0%,-0.2%,-4%,i,10%
COc1ccc(Cl)cc1NC(=O)Nc1cccc([N+](=O)[O-])c1C,-2%,0.3,9%,11%,13µM*,-0.3%,-18%,i,?
O=C(c1ccc(F)cc1)n1nc(-c2ccccc2)nc1NCc1ccc(F)cc1,nt,nt,nt,nt,4%,-0.3%,0%,nt,5%
O=C(C1CCCO1)N1CCN(c2ccc(F)cc2)CC1 (stereo not given),0%,-2.4,0%,-1%,6%,-0.8%,-2%,i,-2%
COc1ccc(CCNC(=O)c2nnc(CS(=O)(=O)c3ccccc3)o2)cc1OC,-3%,1.7,-1%,8%,2%,-0.6%,6%,i,-29%
CCCC/C=C/c1cccc2nncn12,nt,-2.3,9%,1%,nt,-1.0%,nt,i,-8%
Cc1ccc(NC(=O)COc2ccc(Cl)cc2Cl)cc1S(=O)(=O)N1CCOCC1,-5%,-1.7,-4%,5%,21µM*,3.7%,?,i,-9%
O=C(c1[nH]c(C(F)(F)F)nc1-c1ccccc1)N1CCN(c2ncccc2C(F)(F)F)CC1,nt,-3.3,10%,5%,nt,-0.3%,nt,i,-6%
c1ccc(-n2cc(CNCCc3cscn3)c(-c3ccc4c(c3)OCO4)n2)cc1,-2%,-1.9,2%,3%,28%,4.2%,0%,i,1%
CC(=O)c1ccc(S(=O)(=O)Nc2ccc(C(=O)NCCCn3ccnc3)cc2)cc1,1%,1.1,1%,6%,-10%,-1.5%,15%,i,1%
C/C(=N\NC(=O)c1ccc(-c2ccccc2)cc1)c1cccc(N)c1,2%,-1.1,-5%,5%,12%,2.0%,4%,i,-4%
C=C(C)CSc1nc(-c2ccccc2)cc(-c2ccc(OC)cc2)c1C#N,nt,nt,nt,nt,-16%,3.9%,1%,nt,-5%

Arranged by the number under Mm-Cpn inhibitor (descending): some entries from above.
SMILES	Mm-Cpn inhibitor
CCN1CCN(c2nc(Nc3ccccc3F)nc(N)c2[N+](=O)[O-])CC1	2%
CN(Cc1ccc(OC(F)F)cc1)C(=O)c1ccc2nccnc2c1	1%
CN1c2ccccc2-c2nc3ccccc3n2C1c1ccncc1 (stereo not given)	-1%
COc1cccc(-c2nn(-c3ccccc3)cc2C(=O)NCC(=O)O)c1	-3%
